Assay outcomes deposited in PubChem BioAssay by National Center for Advancing Translational Sciences (NCATS).
p53ts 39C kill – qHTS Screen for Compounds that Selectively Target Cancer Cells with p53 Mutations: Cytotoxicity of p53ts Cells at the Nonpermissive Temperature; H1299-p53A138V viability at 39C, ATP luminescence, 24 h; Potency, µM (highest dose often 46.1 µM), for the others: at the top dose activity change, negative = cell killing, actives largely listed as cytotoxic; actives 1.5% (n = 130,000); AID 902, 2007; also: nearly all actives have a fitted effect of over 55% in size
Peg3 imprint – qHTS Assay for Compounds that Induce Erasure of Genomic Imprints. mouse ES Peg3-LacZ reporter, beta-gal luminescence, 40 h. Potency, µM (top dose mostly 60.7 µM), for the others: at the highest dose activity change, positive = activation, usual class: activators. actives 0.02% (n = 110,000). AID 1948, 2009;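 also: 0% = negative control wells on the plate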
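Imprint erasure is scored as LacZ activity from the silenced maternal Peg3 allele in feeder-free female ES cells cultured 40 h with LIF. Luminescence is normalized to in-plate negative controls and fitted to the Hill equation.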
p53ts 32C tox – qHTS Screen for Compounds that Selectively Target Cancer Cells with p53 Mutations: Cytotoxicity of p53ts Cells at the Permissive Temperature | H1299-p53A138V at 32C, ATP luminescence viability, 24 h | Potency, µM (top dose mostly 46.1 µM), inactives show at the top dose activity change, negative = cytotoxicity, actives largely listed as cytotoxic | actives 0.93% (n = 130,000) | AID 924, 2007;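 also: 0% = DMSO and -100% = full killing by reference compound; nearly all actives have a fitted effect of over 55% in size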
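ATP-content luminescence (ATPlite) read-out after 24 h compound exposure at 32C in H1299-p53A138V cells (600/well). Tested up to 46 uM. Normalized to DMSO (0%) and 100 uM tamoxifen (100% killing); Hill-fit AC50.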
IkB signaling – IkB Signaling. ABC-DLBCL IkBa-CBG/CBR dual luciferase ratio, 4 h; response scale: scaled: untreated 0%, proteasome inhibitor 100%. Potency, µM (series often up to 57.1 µM), inactives show top-dose IkBa stabilization activation. actives 0.04% (n = 110,000). AID 445, 2006; active = well fitted curve in the direction sought with a large enough effect in the signal ratio, not every such curve was filed as active; inconclusive = small, poorly fitted or top-dose-only effect, or a change in a side signal; the % refers to the signal ratio;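 also: the direction sought is a rising ratio; 0% = basal untreated cells and 100% = reference inhibitor full response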
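Curves were fitted separately to fusion (green), unfused (red) and ratio luminescence, then classed by r2, magnitude and activity. Cells: OCI-Ly3, 4 h compound plus doxycycline at 37C; 10 uM MG-132 defined full response.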
* = called active by the depositor; ? = inconclusive; · = not tested or not shown; [ ] = another dose, or the depositor's remark. Unless noted, calls follow the shape of the dose curve; as a rule, active = well fitted curve in the direction sought with a large enough effect; inconclusive = small, poorly fitted or top-dose-only effect, or another doubt; inactive = no such curve, though single readings can be large; an effect the other way counts as inactive or inconclusive. Unless noted, % is scaled to controls: 0 for no effect and ±100 for the full control effect; potency is read from the fitted curve at half-maximal effect.

SMILES | p53ts 39C kill | Peg3 imprint | p53ts 32C tox | IkB signaling
O=C1C2C3C=CC(C3)C2C(=O)N1c1nc2ccccc2s1 (stereo not drawn) | 26% | · | 14% | ·
COc1ccc(NC(=O)CSc2c3c(nc4ccccc24)CCC3)cc1Cl | -24% | -9%[10.9 µM] | 0% | 0.2%
COc1ccc2c(c1OC)C(=O)NC(C)=C(C(=O)OC(C)(C)C)C2O (stereo not drawn) | 8% | 15% | -7% | 4.1%
Cc1cc(C)cc(NC(=O)Cn2nnc(C(=O)NCc3ccccc3Cl)c2N)c1 | 7.9µM* | -11%[10.9 µM] | ? | -3.0%
Cc1sc2nc(CN3CCOCC3)nc(N3CCC(C(N)=O)CC3)c2c1C | 6% | -4% | 7% | -0.3%
COc1cc(NC(=O)CN2C(=O)c3ccccc3S2(=O)=O)c(OC)cc1Cl | 0% | -12% | -3% | 2.0%
CCOC(=O)c1[nH]c2ccccc2c1NC(=O)c1cc(OC)cc(OC)c1 | 12% | -9%[10.9 µM] | -11% | ?
COC(=O)[C@@]1(Cc2ccccc2)[C@H]2c3cc(C(=O)N(C)C)n(Cc4nc5ccccc5[nH]4)c3C[C@H]2CN1C(=O)c1ccccc1 | 6% | -6% | 4% | ·
COc1ccccc1NC(=O)C1C2C=CC3(CN(Cc4cccnc4)C(=O)C13)O2 (stereo not drawn) | -15% | -9% | 2% | 11%
Cc1ccc(CN2C(=O)CC(c3ccc(Cl)cc3)c3c(C)nn(-c4nc(C)cc(C)n4)c32)cc1 (stereo not drawn) | 4% | 7%[10.9 µM] | 2% | -3.8%
CCOC(=O)c1ccc(CN(Cc2ccccc2)S(=O)(=O)c2ccc(Cl)cc2)cc1 | ? | -14%[10.9 µM] | 5% | -2.1%
Cc1occc1-c1nnc(SCC(=O)N2CC(=O)Nc3ccccc32)n1CC(C)C | -5% | -8% | -1% | 0.4%
COc1ccccc1N1CCN(Cc2ccc(OC)c(OC)c2OC)CC1 | -12% | · | -1% | ·
COc1cccc(Nc2ncc3nc(-c4cccs4)c(=O)n(CCC#N)c3n2)c1 | ? | ? | -28% | -0.1%[11.4 µM]
CCn1c(=O)c2c(nc3n2CCCN3CCc2ccccc2)n(C)c1=O | -4% | 3% | 11% | -0.1%
COc1ccc(C(=O)NCC(=O)Nc2ccccc2)cc1OC | 8% | -14% | -6% | -0.7%
COc1ccc2c(c1OC)C(Cc1ccccc1)N1CCc3cc4c(cc3C1C2)OCO4 (stereo not drawn) | 7% | -16% | 23% | ·
CCOC(=O)Nc1nc(C)c(C(=O)N(C)C)s1 | 2% | 0% | 9% | 0.1%
Cc1cccc2nc(-c3ccco3)c(Nc3ccc4c(c3)OCO4)n12 | -10% | -2%[10.9 µM] | 4% | 0.3%
COc1ccc(Br)cc1C1CC(=O)N2CN(C)CSC2=C1C#N (stereo not drawn) | 2% | -11% | 0% | 4.7%
Cc1nc2ccccc2c(=O)n1NCc1cccs1 | -4% | 4% | -22% | -1.2%
CCCSCCCNC(=O)c1cc2n(n1)CCCN(Cc1ccc(C)cc1)C2=O | -4% | 18%[10.9 µM] | -8% | 0.7%
CCc1nc2oc(C(=O)c3ccccc3)c(N)c2c2c1COC(C)(C)C2 | 1% | 5% | -5% | -1.3%
CO[C@@]1(NC(=O)CSCC#N)C(=O)N2C(C(=O)O)=C(CSc3nnnn3C)CSC21 (stereo partly drawn) | 9% | -7% | 4% | ·
Cc1ccc2oc3c(c(=O)c2c1)C(c1ccc(O)cc1)N(CCCN(C)C)C3=O (stereo not drawn) | 16% | 8%[10.9 µM] | 5% | 3.9%

Next records follow.
SMILES | p53ts 39C kill | Peg3 imprint | p53ts 32C tox | IkB signaling
Cc1ccc(Cl)cc1N1CCN(CCCNC(=O)C2COc3ccccc3C2)CC1 (stereo not drawn) | ? | -12%[10.9 µM] | -9% | 2.6%
CCOC(=O)c1ccc(CN(Cc2ccc(F)cc2)S(=O)(=O)c2ccc(F)cc2)cc1 | -24% | -21%[10.9 µM] | 1% | ?
Cc1ccc(-n2c(=O)c3c4c(sc3n(Cc3ccccc3C)c2=O)CCC4)cc1C | -20% | -12%[10.9 µM] | -4% | 1.4%
CCc1ccc(NC(=O)Cn2cnc3nc4c(cc3c2=O)CCCC4)cc1 | -22% | -12%[10.9 µM] | -6% | ?
CN1CCN(c2ncc3c(n2)CCN(Cc2ccccc2Cl)C3)CC1 | ? | -8%[10.9 µM] | -3% | -0.9%
COc1ccc(Cl)cc1NC(=O)N1CCN(C2CCCCC2)CC1 | 11% | -14% | -2% | 2.4%
O=C(CSC1=Nc2ccccc2C2=NC(CCC(=O)NC3CCCCC3)C(=O)N12)Nc1cccc(Cl)c1 (stereo not drawn) | ? | -6%[10.9 µM] | 25% | ?
Cc1cc(C(=O)COC(=O)CN(C)S(=O)(=O)c2ccc(Cl)cc2)c(C)n1Cc1cccs1 | -6% | -18% | -5% | 4.8%
COc1ccc(CNC(=O)CN(c2ccccc2)S(=O)(=O)N(C)C)cc1 | 49%[activator] | 9%[10.9 µM] | -8% | 3.7%
CC(=O)N1c2c(cc(Br)cc2S(=O)(=O)NCc2ccccc2Cl)CC1C (stereo not drawn) | 15% | 20%[10.9 µM] | 10% | ?
O=C1N(c2ccc(Cl)cc2)C(c2ccc(Cl)cc2)N2CCCN12 (stereo not drawn) | -22% | · | -4% | ·
O=C(c1ccc(N2CCCC2=O)cc1)N1CCOCC1 | -7% | -9% | -3% | -1.1%
CCOC(=O)N1CCc2c(sc(NCc3ccc(N(C)C)cc3)c2C(=O)Nc2ccc(OC)cc2)C1 | -21% | -11%[10.9 µM] | 2% | 0.3%
C[C@@]12CCC3c4ccc(OC5C=CC(c6ccccc6)OC5CO)cc4CCC3C1CCC2=O (stereo partly drawn) | -11%[9.22 µM] | · | 0%[9.22 µM] | ·
O=c1ccn(Cc2ccccc2Cl)cc1 | -1% | -4% | 8% | 0.4%
Cc1ccc(C(c2sc3nc(-c4ccco4)nn3c2O)N2CCN(c3ccc(F)cc3)CC2)cc1 (stereo not drawn) | -4% | -8%[10.9 µM] | 2% | 5.6%
CCCN1Cc2cccc(C(=O)Nc3ccc(C(C)=O)cc3)c2C1=O | 14% | 4%[10.9 µM] | 8% | 0.1%
COc1ccc(OC)c(C(c2nnnn2CC2CCCO2)N2CCN(C)CC2)c1 (stereo not drawn) | -2% | -6% | 2% | 0.3%
NC(=O)CN1CCCN(S(=O)(=O)c2ccc(Br)cc2)CC1 | 3% | -8% | 10% | 1.1%
O=C(O)C1CCCN(S(=O)(=O)c2cccc3cccnc23)C1 (stereo not drawn) | 6% | -4% | 0% | 2.2%
CCCNC(=O)c1cccc(Cn2nc(C)c(Br)c2C)c1 | 2% | -9% | 2% | -0.2%
O=C(CSc1nc2ccccc2n1Cc1c(F)cccc1Cl)N1CCN(c2ccc(F)cc2)CC1 | ? | -4%[10.9 µM] | -10% | 0.9%
CCSc1nnc(NC(=O)c2cc(C)on2)s1 | -6% | -25% | -9% | ?
CCc1ccc2oc(-c3ccc(C)c(NC(=O)/C=C/c4ccco4)c3)nc2c1 | ? | -9%[10.9 µM] | -26% | ?
Cn1cnc2c1c(=O)n(Cc1c(Cl)cccc1Cl)c(=O)n2C | 8% | -21% | 4% | -3.8%

Further records follow:
SMILES | p53ts 39C kill | Peg3 imprint | p53ts 32C tox | IkB signaling
CN(C)CCC(=O)c1ccc2c(c1)OCO2 | -8% | -35%[inhibitor] | -4% | ?
COc1ccc(N2CCN(CCCNC(=O)c3cc(Nc4ccc(OC)cc4OC)nc4ccccc34)CC2)cc1 | -10% | -17%[10.9 µM] | -14% | ?
O=C(CN1CCN(Cc2ccccc2F)C1=O)NCCN1CCOCC1 | 3% | 1% | 1% | -1.2%
CCOC(=O)C(=O)Nc1c(C(=O)Nc2cccc(F)c2)oc2ccccc12 | 6% | 19%[10.9 µM] | -7% | 1.9%
COc1ccc(C(=O)N(Cc2ccc(N(C)C)cc2)Cc2ccco2)cc1Cl | -1% | 15%[10.9 µM] | 12% | ?
CS(=O)(=O)N(CC(=O)NCc1ccc2c(c1)OCO2)c1ccc(Cl)cc1 | -1% | -3% | -5% | 0.5%
Cc1cc(S(=O)(=O)NC2CCCCC2)c(C)s1 | -4% | -20% | 2% | 2.3%
CCOC(=O)Cc1csc(NC(=O)COc2ccccc2)n1 | -8% | -22% | 3% | 25%
COc1cccc(-n2c(=O)c3c(C)c(C)sc3n(CC(=O)Nc3ccccc3OC)c2=O)c1 | -9% | 4%[10.9 µM] | 18% | 6.1%
O=C(CCSc1nc(-c2ccco2)cc(C(F)(F)F)n1)NCc1ccccn1 | -2% | -5% | -4% | 0.3%
O=C(CCC(=O)N1CCOc2ccccc21)NCc1cccs1 | -30% | -5%[10.9 µM] | -9% | -0.1%
COC(=O)c1cc(NC(=O)C23CCC(C)(C(=O)O2)C3(C)C)cc(C(=O)OC)c1 (stereo not drawn) | 11% | 4% | 3% | -1.4%
CCOc1ccc(-c2nc3c(C#N)c[nH]n3c2NC2CCCC2)cc1 | -14% | -7%[10.9 µM] | 10% | ?
O=C(OCC(=O)N(C1CCCCC1)C1CCCCC1)c1ccncc1 | -16% | 5% | 3% | ?
Cc1ccc(C(c2nnnn2Cc2ccccc2)N2CCN(Cc3ccccc3)CC2)cc1 (stereo not drawn) | 6% | · | 5% | ·

15 neighbouring compounds out of the list so far, quoted:
SMILES | p53ts 39C kill | Peg3 imprint | p53ts 32C tox | IkB signaling
CN(C)CCC(=O)c1ccc2c(c1)OCO2 | -8% | -35%[inhibitor] | -4% | ?
COc1ccc(N2CCN(CCCNC(=O)c3cc(Nc4ccc(OC)cc4OC)nc4ccccc34)CC2)cc1 | -10% | -17%[10.9 µM] | -14% | ?
O=C(CN1CCN(Cc2ccccc2F)C1=O)NCCN1CCOCC1 | 3% | 1% | 1% | -1.2%
CCOC(=O)C(=O)Nc1c(C(=O)Nc2cccc(F)c2)oc2ccccc12 | 6% | 19%[10.9 µM] | -7% | 1.9%
COc1ccc(C(=O)N(Cc2ccc(N(C)C)cc2)Cc2ccco2)cc1Cl | -1% | 15%[10.9 µM] | 12% | ?
CS(=O)(=O)N(CC(=O)NCc1ccc2c(c1)OCO2)c1ccc(Cl)cc1 | -1% | -3% | -5% | 0.5%
Cc1cc(S(=O)(=O)NC2CCCCC2)c(C)s1 | -4% | -20% | 2% | 2.3%
CCOC(=O)Cc1csc(NC(=O)COc2ccccc2)n1 | -8% | -22% | 3% | 25%
COc1cccc(-n2c(=O)c3c(C)c(C)sc3n(CC(=O)Nc3ccccc3OC)c2=O)c1 | -9% | 4%[10.9 µM] | 18% | 6.1%
O=C(CCSc1nc(-c2ccco2)cc(C(F)(F)F)n1)NCc1ccccn1 | -2% | -5% | -4% | 0.3%
O=C(CCC(=O)N1CCOc2ccccc21)NCc1cccs1 | -30% | -5%[10.9 µM] | -9% | -0.1%
COC(=O)c1cc(NC(=O)C23CCC(C)(C(=O)O2)C3(C)C)cc(C(=O)OC)c1 (stereo not drawn) | 11% | 4% | 3% | -1.4%
CCOc1ccc(-c2nc3c(C#N)c[nH]n3c2NC2CCCC2)cc1 | -14% | -7%[10.9 µM] | 10% | ?
O=C(OCC(=O)N(C1CCCCC1)C1CCCCC1)c1ccncc1 | -16% | 5% | 3% | ?
Cc1ccc(C(c2nnnn2Cc2ccccc2)N2CCN(Cc3ccccc3)CC2)cc1 (stereo not drawn) | 6% | · | 5% | ·

Hits appear at their usual frequency; any-hit rate near 1.8%.
